Source: PubChem BioAssay
RNase H inhibition: RNase H inhibition, HIV 1 Gag Pol polyprotein, FRET biochemical assay, screening (AID 372); HIV-1 RT RNase H, FRET RNA/DNA substrate fluorescence; higher % means a stronger effect; one-dose inhibition, % at 10 µM; IC50 in µM for titrated hits; hit rate 0.77% among 100,000; in the data active = inhibition above about 50%
Starred values were filed as active, the others as inactive. Some of the compounds tested; count on the stated rates, not on these rows.

Cc1ccc(OCCCCCN2CCOCC2)cc1C was read as RNase H inhibition 7%.
Screening COc1ccc(CN2CCC(N3CCCCC3)CC2)c(OC)c1C returned RNase H inhibition 9%.
Screening C=CC(=O)Oc1ccc(N2C(=O)C3CC=C(C)CC3C2=O)cc1 (configuration not stated) returned RNase H inhibition 11%.
Screening Cc1nc(SCC(=O)c2ccc(C)c(C)c2)n[nH]1 returned RNase H inhibition 4%.
Screening COc1cc(/C=c2\sc3nc4ccccc4n3c2=O)ccc1OC(=O)c1ccc(Cl)cc1 returned RNase H inhibition 6%.
For Cc1cc(Oc2ccccc2F)c(F)cc1[N+](=O)[O-] the results were RNase H inhibition 6%.
Screening COc1ccc(NC(=O)c2cccc(C(F)(F)F)c2)c2ccccc12 returned RNase H inhibition 1%.
O=C(Nc1ccc(Cl)cc1)C1C2/C=C\CCCCC21 (configuration not stated) was read as RNase H inhibition 13%.
Screening CCOC(=O)c1ccc(NC2=C(C(=O)C(F)(F)F)CCCC2)cc1 returned RNase H inhibition 7%.
CN1C(=O)C(=Cc2ccccc2OC(=O)c2ccccc2)C(=O)N(C)C1=O was read as RNase H inhibition 0%.
Screening O=C(/C=C/c1cccc2ccccc12)c1ccncc1 returned RNase H inhibition 43%.
`Cc1cccc(Cn2cc(/C=C(\C#N)C(=O)Nc3ccc(F)cc3)c3ccccc32)c1` gave RNase H inhibition 9%.
O=C(Nc1cccc2cccnc12)c1cccs1 was read as RNase H inhibition 6%.
For CSc1ccc(S(=O)(=O)N(CC(=O)Nc2ccccc2Cl)c2ccc(C)cc2)cc1 the results were RNase H inhibition 13%.
Screening CCCOc1cccc(C(=O)Nc2ccc(OC)cc2)c1 returned RNase H inhibition 12%.
CC(C)CC(NC(=O)/C(=C/c1ccccc1F)NC(=O)c1ccccc1)C(=O)O (configuration not stated) was read as RNase H inhibition 2%.
For Cc1ccc(NC(=O)/C(=C\c2ccc(C)o2)NC(=O)c2ccccc2I)cc1 the results were RNase H inhibition 10%.
Screening Cc1ccccc1C(=O)Nc1cccc(Br)c1 returned RNase H inhibition 0%.
O=S(=O)(Nc1cccc(C(F)(F)F)c1)c1ccc(F)cc1 was read as RNase H inhibition 0%.
`O=S(=O)(N/N=C/c1cc(Cl)ccc1O)c1ccc(Cl)cc1` gave RNase H inhibition 6%.
`O=C(O)c1ccc(NC2=C(Cl)C(=O)N(c3cccc(Cl)c3)C2=O)cc1` gave RNase H inhibition 18%.
Screening CCOc1ccc(-n2nc3ccc(NC(=S)NC(=O)c4cccs4)cc3n2)cc1 returned RNase H inhibition 46%.
Cc1ccc(-c2nc3cc(Cl)ccc3o2)cc1NS(=O)(=O)c1ccccc1 was read as RNase H inhibition 1%.
`CCOC(=O)c1cc(=O)n2[nH]c(-c3ccc(Br)cc3)cc2n1` gave RNase H inhibition 7%.
Screening COc1ccc(/C=N/NC(=O)c2ccoc2C)c(OC)c1OC returned RNase H inhibition 21%.
Screening COc1ccccc1NC(=O)CSc1ncn[nH]1 returned RNase H inhibition 13%.
For Cc1ccc(C(=O)COC(=O)c2ccccc2Sc2ccc([N+](=O)[O-])cc2)cc1 the results were RNase H inhibition 3%.
Screening COc1cccc(NC(=O)COc2ccc(C)c(C)c2)c1 returned RNase H inhibition 7%.
Screening O=C1NC(=S)NC(=O)C1=Cc1ccc(OCc2c(Cl)cccc2Cl)cc1 returned RNase H inhibition 42%.
O=C(Nc1cccc(Cl)c1)N1CCN(c2cccc(C(F)(F)F)c2)CC1 was read as RNase H inhibition 14%.
Screening O=c1c2c(Br)c3c(=O)n(CCO)c(=O)c3c(Br)c2c(=O)n1CCO returned RNase H inhibition 6%.
COc1ccc(/C(C)=N/N=C(\N)SC2CC(=O)N(c3ccc(C(=O)O)cc3)C2=O)cc1 (configuration not stated) was read as RNase H inhibition 0%.
`COc1ccc(C(=O)Nc2cc(Cl)cc(Cl)c2)cc1OC` gave RNase H inhibition 10%.
Screening Cc1ccc(-n2nc3ccc(NC(=O)c4ccccc4[N+](=O)[O-])cc3n2)cc1 returned RNase H inhibition 14%.
Screening O=c1[nH]c(SCCOc2ccccc2)nc2ccccc12 returned RNase H inhibition 8%.
For COc1cc(NC(=O)CCN2C(=O)c3ccccc3C2=O)c(OC)cc1Cl the results were RNase H inhibition 5%.
Screening CCOc1ccc(NC(=S)NC(=O)c2ccc(Cl)cc2)cc1 returned RNase H inhibition 10%.
`Cc1nn(-c2ccc(Cl)c(Cl)c2)c(C)c1-c1cccc([N+](=O)[O-])c1` gave RNase H inhibition 8%.
For CCCN=C(C)c1c(C)[nH]n(-c2nc3ccccc3s2)c1=O the results were RNase H inhibition 3%.
For Oc1ccc(/C=N/Nc2nc(-c3ccccc3)cc(-c3ccc(Br)cc3)n2)c(O)c1 the results were RNase H inhibition 19%.
CCCCNC(=S)Nc1ccc(Cl)c(Cl)c1 was read as RNase H inhibition 23%.
For O=C(O)C1C2CCC(C2)C1C(=O)NCC1CCCO1 (configuration not stated) the results were RNase H inhibition 20%.
For O=C(NCC1CCCO1)c1ccccc1Br (configuration not stated) the results were RNase H inhibition 15%.
For Cc1ccccc1Nc1ncnc2c1oc1ccccc12 the results were RNase H inhibition 5%.
COc1ccc(Br)cc1C(=O)Nc1ccc(C)c(C)c1 was read as RNase H inhibition 12%.
For O=c1n(Cc2ccccc2)c2ccc(Cl)cc2n1Cc1ccccc1 the results were RNase H inhibition 11%.
For Cc1cc(OCC(=O)Nc2ccc(C(C)C)cc2)cc(C)c1Cl the results were RNase H inhibition 12%.
`O=C1c2ccc([N+](=O)[O-])cc2C(=O)N1Cc1ccccc1` gave RNase H inhibition 0%.
CCOC(=O)c1ccccc1NS(=O)(=O)c1ccc(OC)c(OC)c1 was read as RNase H inhibition 1%.
Screening Cc1cccc(-n2c(C)cc(/C=C3\NC(=O)NC3=O)c2C)c1C returned RNase H inhibition 0%.
Screening O=[N+]([O-])c1cc(-n2cnnn2)ccc1Sc1nnnn1-c1ccccc1 returned RNase H inhibition 6%.
`N#Cc1c(N)nc2sc(C(=O)Nc3ccccc3)c(N)c2c1-c1ccco1` gave RNase H inhibition 19%.
Clc1ccc(N2CCN(N=Cc3ccccc3Br)CC2)cc1 was read as RNase H inhibition 11%.
For CC(=O)N(Cc1ccco1)C1CC(=O)N(c2ccc(Cl)cc2)C1=O (configuration not stated) the results were RNase H inhibition 8%.
Screening CCOC(=O)C1=C(C)OC(N)=C(C#N)C1c1ccc(Br)s1 (configuration not stated) returned RNase H inhibition 5%.
For Cc1cc(O)c(C)c(O)c1/C=N\NC(=O)C1COc2cc3ccccc3cc2O1 (configuration not stated) the results were RNase H inhibition 11%.
For COc1cc(-c2nc3nnc(C)n3[nH]2)cc(OC)c1OC the results were RNase H inhibition 6%.
Screening O=C(Cc1ccccc1)NC(c1ccco1)c1c(O)ccc2ccccc12 (configuration not stated) returned RNase H inhibition 23%.
COc1ccc(CCNC(=O)CN(c2cccc(Cl)c2)S(C)(=O)=O)cc1 was read as RNase H inhibition 6%.
`CC(=O)CCc1c(C)c2ccccc2[nH]c1=O` gave RNase H inhibition 6%.
Screening C/C(=N\NC(=O)c1ccccn1)c1ccc([N+](=O)[O-])cc1 returned RNase H inhibition 17%.
`Cc1cc(/C=C(\C#N)C(=O)Nc2ccc(F)cc2)c(C)n1-c1ccc(C(=O)O)cc1` gave RNase H inhibition 3%.
For CC(C)CN1C(=O)/C(=C/c2ccc([N+](=O)[O-])cc2)SC1=S the results were RNase H inhibition 12%.
For COc1ccc(NC(=O)c2ccc(CN3CCN(c4ccccc4)CC3)cc2)cc1 the results were RNase H inhibition 9%.
`Cc1cc(N2CCOCC2)n2c(nc3ccccc32)c1C#N` gave RNase H inhibition 0%.
CCCCC(C(=O)Nc1ccc(OC)cc1)N1C(=O)c2cc(Cl)c(Cl)cc2C1=O (configuration not stated) was read as RNase H inhibition 24%.
For COc1ccc(Cl)cc1C(=O)Nc1ccc2c(c1)OCCO2 the results were RNase H inhibition 42%.
For COc1ccccc1OCCOc1ccc(C=O)cc1 the results were RNase H inhibition 0%.
`CC(C)c1ccccc1NC(=O)C(C)N1C(=O)c2ccccc2C1=O` (configuration not stated) gave RNase H inhibition 4%.
For Cc1ccc(C2C(C#N)=C(N)Oc3n[nH]c(C)c32)o1 (configuration not stated) the results were RNase H inhibition 0%.
For CC(=O)Nc1ccc(S(=O)(=O)Nc2ccc(F)cc2F)cc1 the results were RNase H inhibition 5%.
Screening CCN(CC)CC(=O)Nc1c2c(nc3ccccc13)N(C)CC2 returned RNase H inhibition 6%.
O=[N+]([O-])c1ccc(C2NN=C(Cc3ccccc3)S2)cc1 (configuration not stated) was read as RNase H inhibition 15%.
Screening COC(=O)c1sccc1NC(=O)c1cc(OC)cc(OC)c1 returned RNase H inhibition 11%.
C=CCNC(=O)CN(c1ccccc1OCC)S(C)(=O)=O was read as RNase H inhibition 12%.
Screening CCSCCOC(=O)C1=C(C)NC2=C(C(=O)CCC2)C1c1ccccc1F (configuration not stated) returned RNase H inhibition 0%.
For COc1ccc(N(CC(=O)NCc2ccncc2)S(=O)(=O)c2ccc(OC)c(OC)c2)cc1 the results were RNase H inhibition 7%.
Screening Cc1ccc(/C=C2\SC(=Nc3ccc(F)cc3)NC2=O)o1 returned RNase H inhibition 26%.
Screening COc1ccc(N(CC(=O)NCCSc2ccc(Cl)cc2)S(C)(=O)=O)cc1 returned RNase H inhibition 14%.
For CCOC(=O)c1c(NC(=O)c2ccc(OC)cc2)sc(C(=O)Nc2cc(C(F)(F)F)ccc2Cl)c1C the results were RNase H inhibition 20%.
CCc1ccc(C2C(C#N)=C(N)OC(C)=C2C(=O)OC)s1 (configuration not stated) was read as RNase H inhibition 0%.
`COc1ccc(NC(=O)C(=O)/C=C(/O)c2ccccc2)cc1` gave RNase H inhibition 8%.
`COc1ccc(/C=C(\NC(=O)c2ccccc2)C(=O)Nc2ccccc2C)cc1` gave RNase H inhibition 6%.
For COc1ccc(Cc2noc(Cc3ccc(Cl)cc3)n2)cc1 the results were RNase H inhibition 12%.
Screening O=C(CN(c1ccccc1)S(=O)(=O)c1ccccc1[N+](=O)[O-])NCc1ccco1 returned RNase H inhibition 7%.
For O=C(Nc1ccc2c(c1)OCCO2)c1cc(I)ccc1Cl the results were RNase H inhibition 8%.
Screening Cc1ccc(S(=O)(=O)Nc2ccc(O)c(C)c2)cc1 returned RNase H inhibition 0%.
`COc1cc(NC(=O)c2ccc(Cl)cc2)c(Cl)cc1NC(=O)C(C)Oc1ccccc1` (configuration not stated) gave RNase H inhibition 15%.
CC(=O)Nc1cccc(NC(=O)c2cccc(I)c2)c1 was read as RNase H inhibition 0%.
COc1ccc(OC)c(C2NC(=O)NC(C)=C2C(=O)Nc2ccc(Cl)cc2)c1 (configuration not stated) was read as RNase H inhibition 0%.
Screening COc1ccc(OCCCOc2ccc(I)cc2)cc1 returned RNase H inhibition 25%.
O=C(CSCC(=O)Nc1ccccc1)NCc1ccco1 was read as RNase H inhibition 3%.
`O=c1c(-c2ccccc2)c2sc3ccccc3nc-2c2ccccc12` gave RNase H inhibition 19%.
`CCc1cccc(C)c1NC(=O)/C=C/c1cccc([N+](=O)[O-])c1` gave RNase H inhibition 9%.
CC1=CC(C)(C)Nc2ccc(OC(=O)NC3CCCCC3)cc21 was read as RNase H inhibition 0%.
For CCC1=NN2C(=N)/C(=C/c3cccs3)C(=O)N=C2S1 the results were RNase H inhibition 4%.
O=C(O)c1ccc(N2C(=O)c3ccc(Br)cc3C2=O)cc1O was read as RNase H inhibition 6%.
For Cc1cc(NS(=O)(=O)c2ccc(NC(=O)c3cccs3)cc2)no1 the results were RNase H inhibition 8%.
C=CCc1cccc2cc(C(=O)NCc3ccco3)c(=O)oc12 was read as RNase H inhibition 15%.
`COc1ccc(C(=O)Nc2ccc(NC(=O)c3ccc(Br)cc3)cc2)cc1[N+](=O)[O-]` gave RNase H inhibition 59%*.

A run of entries taken from the entries so far, for reference:
CCc1ccc(C2C(C#N)=C(N)OC(C)=C2C(=O)OC)s1 (configuration not stated) was read as RNase H inhibition 0%.
`COc1ccc(NC(=O)C(=O)/C=C(/O)c2ccccc2)cc1` gave RNase H inhibition 8%.
`COc1ccc(/C=C(\NC(=O)c2ccccc2)C(=O)Nc2ccccc2C)cc1` gave RNase H inhibition 6%.
For COc1ccc(Cc2noc(Cc3ccc(Cl)cc3)n2)cc1 the results were RNase H inhibition 12%.
Screening O=C(CN(c1ccccc1)S(=O)(=O)c1ccccc1[N+](=O)[O-])NCc1ccco1 returned RNase H inhibition 7%.
For O=C(Nc1ccc2c(c1)OCCO2)c1cc(I)ccc1Cl the results were RNase H inhibition 8%.
Screening Cc1ccc(S(=O)(=O)Nc2ccc(O)c(C)c2)cc1 returned RNase H inhibition 0%.
`COc1cc(NC(=O)c2ccc(Cl)cc2)c(Cl)cc1NC(=O)C(C)Oc1ccccc1` (configuration not stated) gave RNase H inhibition 15%.
CC(=O)Nc1cccc(NC(=O)c2cccc(I)c2)c1 was read as RNase H inhibition 0%.
COc1ccc(OC)c(C2NC(=O)NC(C)=C2C(=O)Nc2ccc(Cl)cc2)c1 (configuration not stated) was read as RNase H inhibition 0%.
Screening COc1ccc(OCCCOc2ccc(I)cc2)cc1 returned RNase H inhibition 25%.
O=C(CSCC(=O)Nc1ccccc1)NCc1ccco1 was read as RNase H inhibition 3%.
`O=c1c(-c2ccccc2)c2sc3ccccc3nc-2c2ccccc12` gave RNase H inhibition 19%.
`CCc1cccc(C)c1NC(=O)/C=C/c1cccc([N+](=O)[O-])c1` gave RNase H inhibition 9%.
CC1=CC(C)(C)Nc2ccc(OC(=O)NC3CCCCC3)cc21 was read as RNase H inhibition 0%.
For CCC1=NN2C(=N)/C(=C/c3cccs3)C(=O)N=C2S1 the results were RNase H inhibition 4%.

Next section.
Screening O=C(Oc1ccc(Br)cc1Br)c1cccs1 returned RNase H inhibition 11%.
CCc1ccc(CC(=S)N2CCOCC2)cc1 was read as RNase H inhibition 12%.
For CCc1c(C)sc(NC(=O)c2ccc([N+](=O)[O-])cc2Cl)c1C(=O)OC(C)C the results were RNase H inhibition 2%.
`O=[N+]([O-])c1ccccc1OCCOc1ncnc2ccccc12` gave RNase H inhibition 14%.
Cc1cc(C)c(N2C(=O)NC(=O)/C(=C\c3ccc(O)cc3)C2=O)c(C)c1 was read as RNase H inhibition 6%.
`CCOC(=O)c1c(NC(=S)NC(=O)C(C)(C)C)sc2c1CCCC2` gave RNase H inhibition 11%.
